# TTR transcr act: activators of transthyretin transcription | SH-SY5Y TTR promoter Gaussia luciferase, luminescence; 100% = recombinant luciferase protein wells | activation, % at 16.7 µM | 1.3% of 92,000 active | AID 1117267;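 active = activation above the mean of all tested compounds plus 3 SD, cut at about 9.5% in these data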;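 also: cells exposed to compounds for one day before reading; 0% = median of all test compound wells on the plate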
# * hit, by the source's call. Only part of the results is shown (hit frequency here may not be typical).
No. | Molecule | TTR transcr act
1 | CCN1CCN(c2nc([N+](=O)[O-])nn2C)CC1 | 14*
2 | O=c1[nH]c(=O)n(CCc2ccccc2)c(O)c1/C=N/N1CCOCC1 | -2.4
3 | CCC(=NCC1CCCO1)c1c(O)n(Cc2ccccc2)c(=O)[nH]c1=O (centres undefined) | -0.8
4 | CCC(=O)N1CC(=O)Nc2ccc(F)cc2C1c1ccccc1 (centres undefined) | 0.1
5 | O=C(c1cccs1)N1C2CCC1CC(O)(c1cccnc1)C2 (centres undefined) | -0.6
6 | CCCCCc1nc2ccccc2c(=O)n1-c1ccccc1[N+](=O)[O-] | 3.4
7 | C(=N\NC1=NCCCCC1)/c1c[nH]c2ccccc12 | -0.7
8 | O=C(COC(=O)c1cccc(O)c1)Nc1ccc(Cl)cc1C(=O)c1ccccc1 | -1.4
9 | CCc1ccc(CNCCc2ccc(F)cc2)cc1 | -1.0
10 | c1cncc(CNCCc2c[nH]c3ccccc23)c1 | 0.4
11 | O=C(NC1CN2CCC1CC2)c1ccc(Cl)cc1 (centres undefined) | 0.6
12 | CCOP(=S)(OCC)SCSP(=S)(OCC)OCC | -0.4
13 | CC#CP(=O)(OC)C(O)(CF)c1ccccc1 (centres undefined) | -0.8
14 | Cc1cccc(-n2c(-c3ccco3)nc3ccccc3c2=O)c1C | -1.4
15 | COc1ccc(CN2C(=O)NC(=O)/C(=C/c3cc(OC)c(OC)c(OC)c3)C2=O)cc1 | 2.1
16 | O=S(=O)(c1cc(Cl)cc(Cl)c1)N1Cc2cc(-c3cccc(F)c3)ccc2-n2nncc2C1 | -1.6
17 | CN(C)c1ccc(/C=C/[N+](=O)[O-])cc1 | -2.7
18 | CCOC(=O)[C@]12Cc3ccccc3[C@H]1N(C1CCCCC1)C(=O)c1cc(OC)ccc12 | -6.1
19 | COc1ccccc1N1CCN(Cc2ccc(Br)cc2)CC1 | -0.2
20 | CN1C(=O)NC(=O)C2(CCCC2)C1=O | 1.9
21 | COc1ccccc1-n1c(/C=C/c2ccc(O)cc2)nc2ccccc2c1=O | -2.8
22 | O=[N+]([O-])c1ccc(OP(=O)(O)Oc2ccc([N+](=O)[O-])cc2)cc1 | -1.1
23 | Cc1cccc(NC(=O)[C@@H](NC(=O)N2C[C@H]3C[C@@H](C2)c2cccc(=O)n2C3)C(C)C)c1 | -0.8
24 | OCC1CN1C1CCCCC1 (centres undefined) | 0.4
25 | c1ccc(C(OCCN2CCNCC2)c2ccccc2)cc1 | -3.3
26 | C=CC1CN2CCC1CC2C(O)c1ccnc2ccccc12 (centres undefined) | 1.0
27 | Cc1ccc(/C=C2\C(=O)NC(=O)N(CC3CCCO3)C2=O)s1 (centres undefined) | 1.8
28 | COc1ccc(C(C)=O)cc1CC(C(=O)c1ccc(F)cc1)N(C)C (centres undefined) | 3.1
29 | O=C1NC(=O)[C@]2(Cc3ccccc3N3CCN(c4ccccc4)CC32)C(=O)N1c1ccccc1 (some centres undefined) | 0.5
30 | C[C@H](NC(=O)OCc1ccccc1)[P+](=O)O | 0.3
31 | Cc1ccc(-n2c(O)c(/C=N/N3CCCCC3c3cccnc3)c(=O)[nH]c2=S)cc1 (centres undefined) | 1.3
32 | O=C(c1ccccc1)c1cn(CC(=O)N2CCCc3ccccc32)c2ccccc12 | -2.0
33 | CC1CCCN(C(=O)c2ccc(N3CC4CC(C3)c3cccc(=O)n3C4)c([N+](=O)[O-])c2)C1 (centres undefined) | 0.6
34 | Cc1ccc(C2N(c3ccccn3)C(=O)C3CCCN32)o1 (centres undefined) | -0.1
35 | C=CCn1c(O)c(C(C)=NC(C)c2ccccc2)c(=O)[nH]c1=O (centres undefined) | 2.5
36 | O=C1CC23c4ccccc4N4C(=O)CC5OCC=C6CN1C2CC6C5C43 (centres undefined) | -1.4
37 | CCC(=NCCN1CCOCC1)c1c(O)n(C2CCCCC2)c(=O)[nH]c1=O | -1.5
38 | O=C1NC(=O)N(c2ccccc2)C(=O)/C1=C\c1ccc([N+](=O)[O-])s1 | -2.2
39 | CC1=CC(=C2C(=O)NC(=O)NC2=O)C=C(C(F)(F)F)N1Cc1ccccc1 | -0.3
40 | COc1cc(/C=C2/C(=O)NC(=O)N(c3ccc(C)cc3)C2=O)cc(OC)c1OC | 0.8
41 | N#CC(c1ccccc1)N1CCOCC1 (centres undefined) | -0.4
42 | COC(=O)C1=C(c2cccc(OC)c2OC)C[C@@H]2CC[C@H]1N2C(=O)NCCNC(C)=O | 4.1
43 | COc1cc(C(=O)N2C[C@H]3C[C@@H](C2)c2cccc(=O)n2C3)cc(OC)c1OC | 0.4
44 | Cc1ccc(S(=O)(=O)N2Cc3cc(-c4cccc(F)c4)ccc3-n3nncc3C2)cc1 | -0.8
45 | O=C1NC(=O)N(CCC2=CCCCC2)C(=O)/C1=C/c1cccs1 | -2.2
46 | CN1CCN(c2ccc3c(c2)S(=O)(=O)c2ccccc2C3=O)CC1 | -3.3
47 | C[C@H]1[C@@H](c2ccccc2)O[C@@H](c2ccccc2Br)N1C | 11*
48 | CN1C(=O)N(C)C(=O)C(NS(=O)(=O)c2ccc(N)cc2)(c2ccccc2)C1=O | 7.8
49 | CC12C=CC(=O)C=C1CCC1C2C(=O)CC2(C)C(=O)CCC12 (centres undefined) | 0.4
50 | CC(=O)CC(c1ccccc1[N+](=O)[O-])c1c(O)c2ccccc2oc1=O (centres undefined) | 6.4

# Continuation.
No. | Molecule | TTR transcr act
51 | c1ccc2c(CNC3CCCCC3)c[nH]c2c1 | -0.6
52 | c1ccc2sc(N3CCNCC3)nc2c1 | 0.7
53 | Cc1ccc(-n2c(O)c(C=N)c(=O)n(-c3ccc(C)cc3)c2=O)cc1 | 0.0
54 | CCC1(C)OC(c2ccccc2)=C/C(=C/C=C2C(=O)NC(=O)NC2=O)O1 (centres undefined) | -2.8
55 | N#Cc1ccc(NC(=O)CN2CCCC2)cc1Cl | 1.0
56 | Fc1ccccc1N1CCN(Cc2c(F)cccc2F)CC1 | -0.2
57 | CC(C)CC1C(C#N)=C(N)Oc2c1c(=O)oc1ccccc21 (centres undefined) | 1.8
58 | O=C(CN1CCOCC1)NCC(=O)Nc1ccc(Br)cc1C(=O)c1ccccc1 | -1.4
59 | CCC1(O)CCC2C3CCC4=CC(=O)CCC4C3CCC21CC (centres undefined) | 2.0
60 | C[C@]12CCC(=O)C=C1CC[C@@H]1[C@@H]2CC[C@@]2(C)[C@H]1CC[C@]2(C)O | 3.1
61 | O=Cc1cn(Cc2cccc([N+](=O)[O-])c2)c2ccccc12 | 2.3
62 | N=c1sccn1Cc1ccc(Cl)cc1Cl | -0.8
63 | O=C1NC(=O)C(C2CCCCCC2)C(=O)N1 | -0.2
64 | COC(=O)Nc1ccc(N=C(N)N[N+](=O)[O-])cc1 | -0.9
65 | COc1ccc2[nH]c(C)c(CCNCc3cc(OC)c4c(c3)OCO4)c2c1 | 2.8
66 | COC(=O)C1=C(c2cccc(OCc3ccccc3)c2)C[C@@H]2CC[C@H]1N2C(=O)NCCOc1ccccc1 | -2.9
67 | CSCCC(c1nnnn1-c1c(C)cccc1C)N1CCC(n2c(=O)[nH]c3ccccc32)CC1 (centres undefined) | -1.9
68 | C/C(=N\NC(=O)c1ccncc1)c1c(O)n(Cc2ccccc2)c(=O)[nH]c1=O | 2.6
69 | O=C(O)c1ccccc1NC(=O)N1C[C@H]2C[C@@H](C1)c1cccc(=O)n1C2 | 0.6
70 | CN1CCN(c2nc([N+](=O)[O-])nn2C)CC1 | 0.9
71 | N#C/C(=C(/O)c1ccc(S(=O)(=O)N(CCCl)CCCl)cc1)c1nc2ccccc2[nH]1 | 1.7
72 | COc1ccc(CCNC2CCCCC2)cc1 | -0.8
73 | Cc1cc(C)cc(-n2c(C)cc(/C=C3\C(=O)NC(=O)N(C)C3=O)c2C)c1 | -0.8
74 | OC(c1ccccc1)(c1ccccc1)c1ccncc1 | -1.3
75 | c1cc(CNCCc2ccc3c(c2)OCO3)ccn1 | 3.2
76 | Cc1ccc(/C=C2\C(=O)NC(=O)N(Cc3ccccc3Cl)C2=O)o1 | -1.7
77 | Clc1ccc([C@@H]2CC3CCC2N3)cn1 (some centres undefined) | -1.5
78 | COC(=O)C1=C(C(=O)OC)SC2(S1)C(C(=O)OC)=C(C(=O)OC)Sc1c2ssc1=O | -0.1
79 | CSc1ccc(CN2CCN(C(=O)COc3cccc(C)c3)CC2)cc1 | 2.8
80 | COc1cc(C(=O)N2Cc3ccc(Br)cc3-n3nncc3C2)cc(OC)c1OC | -0.4
81 | CCCCN1C(=O)/C(=C/c2ccc(N(C)C)cc2)C(=O)N(Cc2ccco2)C1=O | 0.1
82 | CCCCCCn1c(=O)c(C(=O)Nc2ncccc2O)c(O)c2ccccc21 | 3.5
83 | CC(C)(C)C(=O)O[C@H]1CC[C@@]2(C)C(=CC(=O)C3C2CC[C@]2(C)C(=O)CCC32)C1 (some centres undefined) | -1.0
84 | CC1CN1P(=S)(c1ccccc1)N1CC1C (centres undefined) | 1.2
85 | NCCCP(=O)(O)CCc1ccccc1 | 1.3
86 | c1ccc(CNCCc2ccc3c(c2)OCO3)nc1 | 0.4
87 | CCOC(=O)C(O)(c1ccc(N(CC)S(=O)(=O)c2ccc(C)cc2)cc1)C(F)(F)F (centres undefined) | -0.1
88 | O=C1NC(=O)C(=Cc2csc3ccccc23)C(=O)N1 | -0.3
89 | COc1cc(C2c3cc4c(cc3CC3COC(=O)C32)OCO4)cc(OC)c1OC (centres undefined) | 7.4
90 | CC=C(CC)C1(CCC)C(=O)NC(=S)NC1=O | 0.2
91 | CCOC(=O)C1=Nc2ccccc2/C1=C\c1c(O)n(C)c(=O)n(C)c1=O | -1.2
92 | O=C(CCc1ccccc1)N1Cc2cc(-c3ccccc3)ccc2-n2nncc2C1 | 0.6
93 | O=C(CF)NC(NC(=S)Nc1ccccc1O)C(Cl)(Cl)Cl (centres undefined) | 0.2
94 | O=c1c2ccccc2[nH]c(=S)n1-c1cccc(C(F)(F)F)c1 | 0.0
95 | CCOC(=O)c1cccc(C2=C(CNC(=O)c3nccs3)[C@H]3CC[C@@H](C2)N3Cc2ccccc2)c1 | 4.2
96 | CN1CCN2c3ccccc3CC3(C(=O)N(C)C(=O)N(C)C3=O)C2C1 (centres undefined) | 0.3
97 | CP(=O)(Nc1ccc(Cl)cc1)c1nc2c(s1)CCCC2 (centres undefined) | -2.1
98 | COC(=O)C1=C(c2ccc(F)cc2OCc2ccccc2)C[C@@H]2CC[C@H]1N2C(=O)N1CCCCC1 | 2.9
99 | Cc1ccc(C)c(OCC(=O)N2CCCN(C)CC2)c1 | -0.7
100 | c1ccc(-c2ccc3c(c2)CNCc2cnnn2-3)cc1 | 1.8

# A different layout for four compounds above:
[99] Cc1ccc(C)c(OCC(=O)N2CCCN(C)CC2)c1
  TTR transcr act: -0.7

[84] CC1CN1P(=S)(c1ccccc1)N1CC1C (centres undefined)
  TTR transcr act: 1.2

[85] NCCCP(=O)(O)CCc1ccccc1
  TTR transcr act: 1.3

[86] c1ccc(CNCCc2ccc3c(c2)OCO3)nc1
  TTR transcr act: 0.4

# (next part)
No. | Molecule | TTR transcr act
101 | COc1cc(C(=O)O)cc(OC)c1OC | 8.8
102 | Cc1cc(S(N)(=O)=O)ccc1N=Cc1c(O)n(-c2ccccc2)c(=O)[nH]c1=O | 2.1
103 | COC(=O)C1=C(c2ccc(F)cc2F)C[C@@H]2CC[C@H]1N2C(=O)NCCOc1ccccc1 | -4.6
104 | COC(=O)C1C(OC(=O)c2ccccc2)CC2CCC1[N+]2(C)C (centres undefined) | -0.4
105 | O=C(CF)NC(NC(=S)Nc1cccc([N+](=O)[O-])c1)C(Cl)(Cl)Cl (centres undefined) | 0.6
106 | CN1CCC2(CC1)N=C(c1ccc(F)cc1)C(=S)N2 | 5.7
107 | CCN(C)C(C)Cc1cccc(C(F)(F)F)c1 (centres undefined) | -0.6
108 | Cc1cccc(N2C(=O)NC(=O)/C(=C\c3ccc(N4CCOCC4)cc3)C2=O)c1 | -0.4
109 | C=CCn1c(O)c(N=Nc2c(C)n(C)n(-c3ccccc3)c2=O)c(=O)[nH]c1=S | -0.4
110 | Fc1ccccc1CNCCc1ccc2c(c1)OCO2 | 1.2
111 | CC(=O)Nc1ccccc1C(=O)OCC(=O)c1ccccc1Cl | 0.4
112 | O=C1C(Cc2cnc[nH]2)NC(=S)N1c1ccccc1 (centres undefined) | 0.6
113 | COCc1cc(OC(=O)N(C)C)nc(-c2ccc(C)c(Cl)c2)n1 | 7.0
114 | COC(=O)c1ccc(N=C(c2ccccc2)c2c(O)n(C)c(=O)n(C)c2=O)cc1 | 2.0
115 | C[C@]12CCC(=O)C=C1C=CC1C2CC[C@]2(C)C(=O)CCC12 (some centres undefined) | -2.6
116 | COc1cc(OC)cc(C2(C#N)CCN(C)CC2)c1 | -0.9
117 | Cc1nc2cc(C(=O)N3CCC4(CC3)OCCO4)ccc2n1-c1cccc(F)c1 | 4.9
118 | CC(Cc1ccccc1)NC(=O)CCCCC(=O)NC(C)Cc1ccccc1 (centres undefined) | -0.8
119 | CCCC(=O)NC1=C(N2CC2)C(=O)C(NC(=O)CCC)=C(N2CC2)C1=O | 11*
120 | Cc1cccc(N2C(=O)/C(=C/c3ccc(N4CCN(C)CC4)o3)C(=O)NC2=S)c1C | -0.1
121 | Cc1ccc(OP(=O)(O)Oc2ccc(C)cc2)cc1 | -2.4
122 | CS(=O)(=O)c1ccc(C2=C(CNC(=O)c3ccncc3)[C@H]3CC[C@@H](C2)N3CCOc2ccccc2)cc1 | -0.1
123 | C=CCN1CC[C@]23c4c5ccc(O)c4OC2[C@H](O)CC[C@@]3(O)[C@H]1C5 (some centres undefined) | 0.4
124 | c1cc2c(cc1-c1ccc3c(c1)OCO3)CNCc1cnnn1-2 | -0.5
125 | Cc1nc2ccc(N3CCN(C)CC3)cc2nc1C | 0.1
126 | Cc1cc(C)n(-c2ccc(NN=C(C#N)C#N)cc2)n1 | -2.9
127 | COP(=O)(NC(=O)C(Cl)(Cl)Cl)OC | 2.1
128 | CC1CN=C(NC(C)c2ccccc2)S1 (centres undefined) | 1.8
129 | Cc1cc([P+](=O)O)c(C)n1-c1ccc(Br)cc1 | -0.6
130 | COC(=O)C1=C(c2ccc(OC(F)(F)F)cc2)C[C@@H]2CC[C@H]1N2C(=O)NCCc1ccccc1 | -0.7
131 | COc1ccc2c(CN3CC=C(c4ccccc4)CC3)cc(=O)oc2c1 | 0.6
132 | OC(c1ccccc1)(c1ccccc1)C1CN2CCC1CC2 (centres undefined) | -4.7

# Assay outcomes (PubChem BioAssay)
